hcDAF12 agonist = activators of H. contortus DAF-12 nuclear receptor. HEK293 hcDAF-12 lit1-tk-luc reporter, luminescence; 0% DMSO, 100% Δ7-dafachronic acid. activation, % at 6.8 µM. 1.4% of 370,000 active. AID 652067;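 active = activation above the mean of all tested compounds plus 3 SD, cut at about 5.5% in these data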;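 note: 100% = response to 3 µM Δ7-dafachronic acid high control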
PLCb3 inh = blocks human PLC-beta3 enzyme activity. Purified PLC-beta3, fluorogenic substrate, fluorescence. inhibition, % at 12.2 µM. 0.18% of 370,000 active; in the data active = inhibition above about 11%;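 note: 0% = median of compound wells on plate and 100% = full blocker control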
ssDAF12 agonist = activates DAF-12 receptor from parasite S. stercoralis; HEK293 ssDAF-12/GRIP1 lit1-tk-luc reporter, luminescence; % of 3 µM dafachronic acid response; activation, % at 6.8 µM; 1% of 370,000 active; AID 652126;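 active = activation above the mean over all tested compounds plus 3 SD, cut at about 0.9% in these data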;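 note: 0% = DMSO-only wells and 100% = 3 µM delta7-dafachronic acid wells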
PLC-gamma1 inh = blocks human PLC-gamma1 enzyme activity | 0.84% of 370,000 active | purified PLC-gamma1, fluorogenic substrate, fluorescence | P19174 | inhibition, % at 12.2 µM; in the data active = inhibition above about 9.5%
DAX1 inh-1 = inhibitors of human orphan nuclear receptor DAX1 (NR0B1); P51843; HEK293 Gal4-DAX1 luciferase reporter, luminescence; inhibition, % at 6.75 µM; 0.99% of 340,000 active; AID 504766;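 active = inhibition above the mean over all tested compounds plus 3 SD, cut at about 4.2% in these data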;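 note: 0% = DAX1-transfected cells with DMSO and 100% = empty-vector control cells with DMSO; inhibition shows as a rise in luminescence from relieved DAX1 repression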
DAX1 inh-2 = DAX1 (NR0B1) inhibition, primary screen; HEK293T StAR-luciferase reporter, SF-1/DAX-1 repression relief; inhibition, % at 6.8 µM; 1.1% of 370,000 active; AID 652010;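 active = inhibition above the mean over all tested compounds plus 3 SD, cut at about 3.6% in these data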;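 note: 0% = DAX-1 cells with DMSO and 100% = cells lacking DAX-1 with DMSO; higher inhibition means more luminescence from relief of DAX-1 repression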
hgDAF-12 ag = activates the H. glycines DAF-12 receptor ligand-binding domain | 1.8% of 370,000 active | HEK293 GAL4-hgDAF12 UAS-luciferase reporter, agonist luminescence; normalized to butyrate control | AID 687014 | activation, % at 6.8 µM;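 active = activation above a cutoff set at the mean of all screened compounds plus 3 SD, cut at about 10% in these data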;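 note: 0% = DMSO wells and 100% = sodium butyrate wells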
MBD2 inh = inhibitors of human MBD2 binding to methylated oligonucleotide | Q9UBB5 | TR-FRET | inhibition, % at 4.4 µM | 0.31% of 370,000 active | AID 686964; in the data active = inhibition above about 13%
Target sequence (Q9UBB5 whole entry, looked up): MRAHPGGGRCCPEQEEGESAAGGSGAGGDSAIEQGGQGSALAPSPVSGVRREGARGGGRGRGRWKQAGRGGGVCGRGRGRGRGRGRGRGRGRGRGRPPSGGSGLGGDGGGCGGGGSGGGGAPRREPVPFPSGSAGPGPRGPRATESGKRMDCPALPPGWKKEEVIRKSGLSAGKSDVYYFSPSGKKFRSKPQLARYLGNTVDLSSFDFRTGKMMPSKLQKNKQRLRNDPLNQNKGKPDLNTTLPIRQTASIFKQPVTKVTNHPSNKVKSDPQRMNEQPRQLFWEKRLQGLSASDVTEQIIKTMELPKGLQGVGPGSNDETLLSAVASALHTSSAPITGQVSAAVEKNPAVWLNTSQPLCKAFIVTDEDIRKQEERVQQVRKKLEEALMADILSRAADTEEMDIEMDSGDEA
ADAM17 inh = inhibits human ADAM17. P78536. recombinant ADAM17, EDANS/DABCYL FRET peptide cleavage. inhibition, % at 6.95 µM. 0.83% of 370,000 active. AID 720648;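 active = inhibition above the mean of compounds lying between control limits plus 3 SD, set per campaign, cut at about 8.5% in these data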;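 note: 0% = DMSO-only wells as the low control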
NR1D1 modulator = modulates human Rev-erb alpha binding to DNA. P20393. 0.79% of 370,000 active. activity, % at 10 µM. Rev-erbα–FITC-DNA binding, fluorescence polarization, 90 min;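 active = activity above about 14%, limit read from the data; passing the limit was not always enough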;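 note: 0% = DMSO wells with 35 nM protein and 100% = DMSO wells with 750 nM protein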
Target sequence (P20393 whole entry, looked up): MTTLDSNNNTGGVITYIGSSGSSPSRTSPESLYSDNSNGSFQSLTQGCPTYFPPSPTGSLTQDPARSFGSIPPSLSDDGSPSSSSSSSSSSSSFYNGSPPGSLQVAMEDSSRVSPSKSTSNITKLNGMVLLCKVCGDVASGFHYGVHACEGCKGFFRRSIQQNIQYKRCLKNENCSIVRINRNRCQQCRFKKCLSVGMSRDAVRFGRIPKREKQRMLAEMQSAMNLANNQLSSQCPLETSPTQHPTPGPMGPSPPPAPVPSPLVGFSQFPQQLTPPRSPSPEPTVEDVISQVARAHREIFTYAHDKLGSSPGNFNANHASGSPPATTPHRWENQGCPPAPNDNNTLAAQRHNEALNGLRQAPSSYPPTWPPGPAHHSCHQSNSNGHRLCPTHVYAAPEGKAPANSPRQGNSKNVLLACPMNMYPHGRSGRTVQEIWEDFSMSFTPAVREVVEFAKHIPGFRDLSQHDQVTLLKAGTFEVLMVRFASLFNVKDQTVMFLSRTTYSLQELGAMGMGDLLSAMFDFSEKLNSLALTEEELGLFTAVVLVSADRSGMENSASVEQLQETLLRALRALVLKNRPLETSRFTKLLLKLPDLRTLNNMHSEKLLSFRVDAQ
SMARCA2 activ = SMARCA2 function activation, primary screen; activation, % at 9.1 µM; AID 652017; 1% of 370,000 active; MG213 cells, MMTV-luciferase reporter, dexamethasone, overnight; in the data active = activation above about 7.8%;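 note: 0% = vehicle wells and 100% = reference activator wells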
Active calls of the source: *; nt = not tested or not shown.

| Structure | hcDAF12 agonist | PLCb3 inh | ssDAF12 agonist | PLC-gamma1 inh | DAX1 inh-1 | DAX1 inh-2 | hgDAF-12 ag | MBD2 inh | ADAM17 inh | NR1D1 modulator | SMARCA2 activ |
| --- | --- | --- | --- | --- | --- | --- | --- | --- | --- | --- | --- |
| Fc1ccc2[nH]c3c(c2c1)CN(C(=S)NCc1ccccc1)CC3 | -0.2 | -28 | -1.3 | -17 | -1.1 | 0.3 | -2.2 | -2 | 0 | 5 | 1 |
| O=C(Nc1ccccc1OC(F)F)c1oc2ccccc2c1COc1ccccc1 | 2.9 | -3 | -1.2 | 1 | 0.2 | 0.2 | -1.6 | 4 | -1 | 18 | 5 |
| CC(C)C(O)(C#CCN1CCCC1)c1ccccc1 (stereo not drawn) | -0.7 | 3 | -1.3 | 1 | 0.1 | 0.2 | -2.0 | 12 | 0 | -3 | -2 |
| Oc1c(CN2CCCC2)cc(COCc2ccccc2)c2cccnc12 | -1.2 | 16* | -1.1 | 6 | -0.7 | -0.6 | -1.2 | -2 | 6 | -3 | -1 |
| CC(C)CCNC(=O)/C=C/c1ccc(Br)cc1 | -2.4 | -3 | -1.1 | 2 | -0.2 | -0.7 | 3.0 | -1 | 0 | -5 | -2 |
| COc1cccc(-n2c(SCC(=O)Nc3cc(C)on3)nc3c([nH]c4ccccc43)c2=O)c1 | 2.6 | 0 | -0.7 | 1 | -1.2 | 0.4 | 4.5 | 4 | -2 | 0 | -2 |
| COC(=O)c1ccccc1NC(=O)CSc1nc(O)c(-c2ccccc2)c(=O)[nH]1 | 1.6 | -3 | 0.0 | -3 | -0.2 | -0.8 | 2.8 | 0 | -3 | 2 | -2 |
| Cc1sc2cc3c(c(C(=O)c4ccccc4)[n+]2c1C)-c1cccc2cccc-3c12 | -3.2 | -91 | -2.4 | -70 | nt | -3.5 | -8.5 | 0 | -3 | 0 | -9 |
| O=C(Nc1ccc2[nH]c(=O)[nH]c2c1)c1ccc(Cl)c(Cl)c1 | 0.8 | -1 | -1.3 | 0 | nt | -0.1 | 3.3 | -4 | -2 | 5 | -2 |
| CC(C)NC(=O)NC(=O)COC(=O)c1ccc(S(=O)(=O)NCc2ccco2)cc1 | 3.2 | 0 | -0.6 | 2 | 1.1 | -0.4 | -0.5 | 3 | -5 | -3 | -3 |
| COc1ccccc1NS(=O)(=O)c1ccc(C(=O)NCC(c2cccs2)N2CCOCC2)cc1 (stereo not drawn) | -0.7 | 0 | -1.2 | 3 | -0.3 | -0.6 | -3.0 | 1 | 0 | 0 | 2 |
| Cc1ccc(C(=O)N/N=C\c2sccc2C)cn1 | -0.1 | 2 | -1.1 | 4 | -0.2 | 0.9 | 1.4 | -5 | 0 | 2 | 4 |
| CS(=O)(=O)C1=NSC2=NC(=O)/C(=C\c3ccc(OC(=O)c4ccco4)c(Br)c3)C(=N)N21 | 2.3 | -33 | -0.7 | -20 | 0.4 | 0.0 | 0.4 | 0 | -12 | 7 | -2 |
| CC(=O)NCC(=O)OCC(=O)Nc1ccc(C(C)=O)cc1 | 1.8 | 2 | -0.5 | -3 | 0.5 | 0.5 | 0.7 | 2 | -2 | -1 | 1 |
| Cc1cc(C(=O)OCC(=O)c2cccc([N+](=O)[O-])c2)c2cccc(C)c2n1 | 0.0 | -10 | -0.7 | -7 | 0.9 | -0.2 | -0.1 | 2 | -5 | 2 | 0 |
| CN1C2=NC(c3ccccc3)CC(=O)N2/C(=C\c2ccccc2)C1c1ccccc1C(F)(F)F (stereo not drawn) | -3.4 | 2 | -1.1 | -3 | nt | nt | 1.2 | 5 | -1 | 2 | nt |
| CC1=C(c2ccccc2)CCC1=O | -1.3 | 3 | -1.4 | -2 | 0.5 | 0.4 | 1.4 | -3 | -5 | -1 | 0 |
| O=C(Nc1ccc(N2CCOCC2)c(Cl)c1)c1ccc([N+](=O)[O-])o1 | -1.3 | 2 | -1.1 | 0 | -0.9 | -1.6 | 2.7 | -4 | -2 | -4 | 3 |
| CC12CC3(C)CC(C)(C1)CC(C(=O)NC(=S)NC(C)(C)C)(C2)C3 | -1.0 | 0 | -1.4 | 0 | -2.4 | -0.2 | -0.3 | -3 | 0 | -7 | 0 |
| O=C(O)CCCn1nc(-c2ccccc2)c2ccccc21 | -1.0 | -5 | -1.1 | -2 | -0.3 | -0.3 | 1.4 | 6 | -6 | -1 | -1 |
| COc1ccc(Cc2nc(=S)[nH][nH]2)cc1Br | -2.3 | -7 | -1.6 | -1 | 4.5* | -0.7 | -2.0 | 4 | -3 | 2 | -1 |
| CCC(=O)Nc1ccc(S(=O)(=O)Nc2ccccn2)cc1 | 5.0 | -1 | 1.4* | 0 | -0.4 | 0.8 | 2.5 | -1 | -1 | 1 | -3 |
| O=C(CN1C(=O)c2ccccc2C1=O)Nc1cc(C(=O)O)cc(C(=O)O)c1 | -2.5 | -5 | -1.5 | 0 | 1.7 | 0.1 | 3.1 | -2 | -4 | 1 | -1 |
| Cc1nnsc1C(=O)N1CCCC(N2CCN(c3ccc(F)cc3)CC2)C1 (stereo not drawn) | -1.1 | -5 | -1.0 | 2 | -0.4 | -0.8 | -2.5 | 0 | 4 | 6 | 4 |
| Nn1c(SCC(=O)Nc2ccc(S(N)(=O)=O)cc2)nnc1-c1ccco1 | 2.1 | -4 | -1.1 | 4 | 0.6 | -0.8 | 0.3 | -2 | -3 | 2 | 2 |
| Cc1cc2ncn(C(=O)N3CCCCCC3)c2cc1C | 1.2 | 1 | -0.6 | -1 | 0.0 | 0.4 | 7.6 | 1 | -4 | 1 | 1 |
| O=C(CC1(O)C(=O)Nc2ccccc21)c1cccc(-n2cccc2)c1 (stereo not drawn) | -0.4 | -4 | -1.1 | 0 | 0.0 | 0.2 | 1.4 | 1 | 1 | -3 | 2 |
| COc1ccc(-c2noc(CCC(=O)NCCc3ccccc3)n2)cc1 | -2.5 | -2 | -1.0 | -1 | 2.4 | 0.0 | 2.4 | -6 | 1 | -2 | 0 |
| CC(C)Oc1ccc(N2CC(C(=O)NC3=NCCS3)CC2=O)cc1 (stereo not drawn) | -1.4 | 3 | -1.4 | -1 | 1.6 | -0.1 | 0.1 | 3 | 0 | 0 | 4 |
| CC(=O)Nc1ccc(NS(=O)(=O)c2cc(Cl)ccc2Cl)cc1 | 0.2 | -4 | -0.8 | 9.7* | 2.8 | -0.1 | -1.7 | -5 | 3 | -4 | -4 |
| O=C(NCc1ccc(Cl)cc1)O[C@H]1CC[C@@]23CCCN2C(=O)CCC[C@H]3C1 | -1.2 | 1 | -1.7 | 1 | nt | nt | 1.4 | -4 | -1 | -4 | nt |
| NC(=O)c1c(NC(=O)c2cccc(N3C(=O)CCC3=O)c2)sc2c1CCCCC2 | 0.8 | -15 | -0.7 | -5 | -0.1 | 1.5 | 3.2 | 0 | -2 | -6 | 2 |
| Cc1cc(C)n2nc(SCC(=O)NC3(C#N)CCCCC3)nc2n1 | -0.6 | 0 | -1.0 | -2 | 0.4 | 1.1 | -0.6 | 1 | -3 | -4 | 4 |
| Cc1ccc(C)c(N(CC(=O)N/N=C/c2ccc(-c3ccc([N+](=O)[O-])cc3)o2)S(=O)(=O)c2ccccc2)c1 | -1.7 | -13 | -1.4 | -9 | -0.3 | -0.1 | 0.9 | -8 | 4 | 3 | 4 |
| Nc1ccccc1SCC(=O)Nc1ccc2c(c1)OCCO2 | 3.6 | -2 | 0.3 | -1 | 1.6 | 0.1 | 4.5 | -5 | 1 | -2 | 0 |
| COc1ccccc1CNC(=O)c1oc2ccc(S(=O)(=O)N3CCOCC3)cc2c1C | -1.9 | -9 | -0.8 | -1 | -1.1 | 0.2 | -0.4 | -3 | -2 | -1 | -2 |
| CC1CCN(c2c(NCc3ccc(C(=O)NCC4COc5ccccc5O4)cc3)c(=O)c2=O)CC1 (stereo not drawn) | -2.3 | 3 | -1.9 | 1 | -0.5 | -0.5 | -2.3 | 2 | 0 | 2 | -2 |
| COCC(=O)N[C@@H]1C[C@@H]2O[C@@H](CO)CC[C@@H]2O[C@@H]1CCc1ccc(-c2ccccc2)cc1 | -2.0 | 6 | -1.2 | 2 | nt | -0.1 | 2.0 | 2 | 7 | -1 | 1 |
| O=C(NC1CCCc2c1cnn2-c1ccc(F)cc1F)c1ccccc1 (stereo not drawn) | -3.7 | 0 | -2.2 | -2 | nt | nt | -4.6 | -1 | -6 | -4 | nt |
| O=C1c2ccccc2C(=O)N1CCn1nc(Cl)nc1Cl | -0.9 | 1 | -1.3 | -1 | 0.3 | -0.4 | 1.1 | 7 | -5 | 0 | -2 |

13 structures out of the list, ordered by count of non-hydrogen atoms, low to high.
| Structure | hcDAF12 agonist | PLCb3 inh | ssDAF12 agonist | PLC-gamma1 inh | DAX1 inh-1 | DAX1 inh-2 | hgDAF-12 ag | MBD2 inh | ADAM17 inh | NR1D1 modulator | SMARCA2 activ |
| --- | --- | --- | --- | --- | --- | --- | --- | --- | --- | --- | --- |
| COc1ccc(Cc2nc(=S)[nH][nH]2)cc1Br | -2.3 | -7 | -1.6 | -1 | 4.5* | -0.7 | -2.0 | 4 | -3 | 2 | -1 |
| O=C1c2ccccc2C(=O)N1CCn1nc(Cl)nc1Cl | -0.9 | 1 | -1.3 | -1 | 0.3 | -0.4 | 1.1 | 7 | -5 | 0 | -2 |
| CCC(=O)Nc1ccc(S(=O)(=O)Nc2ccccn2)cc1 | 5.0 | -1 | 1.4* | 0 | -0.4 | 0.8 | 2.5 | -1 | -1 | 1 | -3 |
| Nc1ccccc1SCC(=O)Nc1ccc2c(c1)OCCO2 | 3.6 | -2 | 0.3 | -1 | 1.6 | 0.1 | 4.5 | -5 | 1 | -2 | 0 |
| CC(C)Oc1ccc(N2CC(C(=O)NC3=NCCS3)CC2=O)cc1 (stereo not drawn) | -1.4 | 3 | -1.4 | -1 | 1.6 | -0.1 | 0.1 | 3 | 0 | 0 | 4 |
| O=C(CC1(O)C(=O)Nc2ccccc21)c1cccc(-n2cccc2)c1 (stereo not drawn) | -0.4 | -4 | -1.1 | 0 | 0.0 | 0.2 | 1.4 | 1 | 1 | -3 | 2 |
| COc1ccc(-c2noc(CCC(=O)NCCc3ccccc3)n2)cc1 | -2.5 | -2 | -1.0 | -1 | 2.4 | 0.0 | 2.4 | -6 | 1 | -2 | 0 |
| Cc1nnsc1C(=O)N1CCCC(N2CCN(c3ccc(F)cc3)CC2)C1 (stereo not drawn) | -1.1 | -5 | -1.0 | 2 | -0.4 | -0.8 | -2.5 | 0 | 4 | 6 | 4 |
| NC(=O)c1c(NC(=O)c2cccc(N3C(=O)CCC3=O)c2)sc2c1CCCCC2 | 0.8 | -15 | -0.7 | -5 | -0.1 | 1.5 | 3.2 | 0 | -2 | -6 | 2 |
| COc1ccccc1CNC(=O)c1oc2ccc(S(=O)(=O)N3CCOCC3)cc2c1C | -1.9 | -9 | -0.8 | -1 | -1.1 | 0.2 | -0.4 | -3 | -2 | -1 | -2 |
| COCC(=O)N[C@@H]1C[C@@H]2O[C@@H](CO)CC[C@@H]2O[C@@H]1CCc1ccc(-c2ccccc2)cc1 | -2.0 | 6 | -1.2 | 2 | nt | -0.1 | 2.0 | 2 | 7 | -1 | 1 |
| CC1CCN(c2c(NCc3ccc(C(=O)NCC4COc5ccccc5O4)cc3)c(=O)c2=O)CC1 (stereo not drawn) | -2.3 | 3 | -1.9 | 1 | -0.5 | -0.5 | -2.3 | 2 | 0 | 2 | -2 |
| Cc1ccc(C)c(N(CC(=O)N/N=C/c2ccc(-c3ccc([N+](=O)[O-])cc3)o2)S(=O)(=O)c2ccccc2)c1 | -1.7 | -13 | -1.4 | -9 | -0.3 | -0.1 | 0.9 | -8 | 4 | 3 | 4 |

High-throughput results (PubChem BioAssay)
